Screens deposited in PubChem by National Center for Advancing Translational Sciences (NCATS).
ERK EGF inh = blocks ERK signaling stimulated by EGF | HEK293-V1b, EGF-stimulated phospho-ERK AlphaScreen | Potency, µM (highest dose often 11.5 µM), for the others: top-dose activity change, negative = inhibition, actives largely listed as inhibitors | hit rate 0.41% among 130,000 | AID 1454; active = well fitted inhibition curve with a large enough effect; inconclusive = small, poorly fitted or top-dose-only effect, or effect the other way;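 also: plate controls were stimulated vehicle wells for no effect and unstimulated vehicle basal for full effect; nearly all actives have a fitted effect of over 55% in size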
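Readout: AlphaScreen signal for phosphorylated ERK in lysed HEK293 cells stably expressing V1b. Stimulus 25 nM EGF, 5 min, following 30 min compound exposure. Data scaled to DMSO basal and full EGF activation.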
Active calls of the source: *; ? = inconclusive; & = joins results of further samples; [ ] = dose if it differs, or a comment. Potency is read from the fitted curve at half-maximal effect.

Preview, six compounds:
| compound | ERK EGF inh |
| --- | --- |
| COc1cc2cc(Oc3ccc4ccc(=O)oc4c3)c(=O)oc2cc1O | -12%&-4% |
| O=C(Oc1coc(CSc2nnc(NC(=O)C3CC3)s2)cc1=O)c1ccccc1 | 2% |
| COc1cc(-c2noc(CCCC(=O)NCc3ccco3)n2)cc(OC)c1OC | 6% |
| C=CC[n+]1c(/C=C2\C=Cc3cc(C)ccc3N2CC)ccc2ccccc21 | 22µM* |
| Cc1ccc(S(=O)(=O)N2CCCOC2CNC(=O)C(=O)NCCCn2ccnc2)cc1 (stereo not drawn) | -3% |
| Cc1ccc(-c2nnc(SCC(=O)N/N=C/c3c(C)nn(-c4ccccc4)c3C)n2-c2ccccc2)cc1 | 7% |

All compounds of this part, from the start:
| compound | ERK EGF inh |
| --- | --- |
| COc1cc2cc(Oc3ccc4ccc(=O)oc4c3)c(=O)oc2cc1O | -12%&-4% |
| O=C(Oc1coc(CSc2nnc(NC(=O)C3CC3)s2)cc1=O)c1ccccc1 | 2% |
| COc1cc(-c2noc(CCCC(=O)NCc3ccco3)n2)cc(OC)c1OC | 6% |
| C=CC[n+]1c(/C=C2\C=Cc3cc(C)ccc3N2CC)ccc2ccccc21 | 22µM* |
| Cc1ccc(S(=O)(=O)N2CCCOC2CNC(=O)C(=O)NCCCn2ccnc2)cc1 (stereo not drawn) | -3% |
| Cc1ccc(-c2nnc(SCC(=O)N/N=C/c3c(C)nn(-c4ccccc4)c3C)n2-c2ccccc2)cc1 | 7% |
| O=C(/C=C/c1ccc2c(c1)OCCCO2)c1ccccc1O | -2% |
| O=C1c2cccc3c([N+](=O)[O-])c(O)cc(c23)C(=O)N1Nc1ccccc1 | -9% |
| Cc1cc(C)cc(-n2c(C)nc3cc(C(=O)O)ccc32)c1 | 6%[57.5 µM] |
| CCCCCC(=O)NC(NC(=S)NC1CCS(=O)(=O)C1)C(Cl)(Cl)Cl (stereo not drawn) | -7% |
| Cc1cc(NC(=O)CCCn2nc(C)c([N+](=O)[O-])c2C)no1 | 7% |
| C=CCNC(=O)c1ccc([N+](=O)[O-])c(Cl)c1 | -14% |
| Cc1ccc(CNCC(O)(c2ccccc2)c2ccc(Cl)cc2)cc1 (stereo not drawn) | ? |
| CC(C)C(=O)N1CCN(c2ccc(NC(=O)c3cccs3)cc2Cl)CC1 | -6% |
| CN1C2CC(OC(=O)C(CO)c3ccccc3)C[C@@H]1[C@H]1OC21 (stereo partly drawn) | 11% |
| N#CC1=C(N)OC2=C(CC/C2=C\c2ccccc2Cl)C1c1ccccc1Cl (stereo not drawn) | -2% |
| CCC(=O)N1c2ccccc2-c2nnc(SC)nc2OC1c1ccc(N(C)C)cc1 (stereo not drawn) | -3% |
| CCSC1=N/C(=C/c2ccsc2)C(=O)N1c1ccccc1 | 9% |
| COc1ccc(Nc2cc(C)nc(NCc3ccccc3)n2)cc1 | 2%[57.5 µM] |
| COc1cc(-c2[nH]ncc2CN(C)Cc2cc(C)[nH]n2)cc(OC)c1OC | 10% |
| CC(C)CN1CCN(CC#Cc2ccccc2)CC1CCO (stereo not drawn) | -11% |
| COc1ccc(OC)c(-c2csc(NC(=O)C3c4ccccc4Oc4ccccc43)n2)c1 | 0% |
| c1cnc2ncc3sccc3c2c1 | 15% |
| Cc1ccccc1Nc1nnc(SCC(=O)c2cc3ccccc3o2)s1 | -1% |
| CC(=O)c1ccc(N2C(=NC(=O)C(C)C)SC3CS(=O)(=O)CC32)cc1 (stereo not drawn) | 7% |
| COc1cccc(NC(=O)Nc2cc(NC(=O)Nc3cccc(OC)c3)c(C)nc2C)c1 | -13% |
| Fc1ccccc1NC(=S)Nc1ccc(CN2CCOCC2)cc1 | -17% |
| CCCn1c(SCC(=O)N2CCCC(C)C2)nnc1-c1ccccn1 (stereo not drawn) | 1% |
| Cc1ccc(C)c(NC(=O)c2ccccc2NC(=O)C2CCCO2)c1 (stereo not drawn) | 3% |
| COC(=O)c1cc(NC(=O)CSc2nnc(N)s2)ccc1Cl | -8% |
| COc1cc(C(=O)NC(C(=O)Nc2cccc(C(C)=O)c2)C(C)C)cc(OC)c1OC (stereo not drawn) | 38% |
| CC(=O)c1ccc(NC(=O)CC23CC4CC(C2)CC(n2nnc(C)n2)(C4)C3)cc1 | -1% |
| CC(C)(C)c1n[nH]c(=S)n(/N=C/c2cccs2)c1=O | 0% |
| Cc1ccc(S(=O)(=O)NCC(=O)OCC(=O)NC(=O)NC2CCCC2)cc1 | 5% |
| CCn1c(=O)c(-c2cc(=O)[nH][nH]2)c(O)c2ccccc21 | 3% |
| Nc1nc(SCCO)[nH]c(=O)c1NC(=O)c1ccccc1F | 10% |
| CCc1ccccc1NC(=O)c1ccccc1Sc1ccc([N+](=O)[O-])cc1Cl | -3% |
| CCOC(=O)Cc1csc(NS(=O)(=O)c2ccc(OC)cc2)n1 | 3% |
| CCOc1ccc(C2C(C#N)=C(N)Oc3cc(C)oc(=O)c32)cc1 (stereo not drawn) | 4% |
| C/C(CC(=O)Nc1ccccc1)=N\NC(=O)COc1ccc(C)cc1Br | 6% |
| CNC(=O)N(O)C1N(NC(=O)Nc2cccc3ccccc23)C(=S)SC1(C)C (stereo not drawn) | -7% |
| CN(Cc1cnn(C)c1)Cc1nc(Cc2ccccc2Cl)no1 | -4% |
| CN1CCN(NS(=O)(=O)c2cccs2)CC1 | 1% |
| COC(=O)c1c(C)[nH]c(C(=O)/C=C/c2ccccc2F)c1C | 5%[57.5 µM] |
| CCn1nc(C)c(CNC(=O)c2cc(COc3ccc(F)cc3Cl)on2)c1C | ? |
| Cn1cnc(S(=O)(=O)Nc2cc(C(F)(F)F)ccc2N2CCOCC2)c1 | 4%[57.5 µM] |
| FC(F)Sc1ccc(NC(=S)NC2CCCC2)cc1 | -1% |
| Cc1cc(N2CCN(c3nc(-c4ccccc4)cs3)CC2)c2ccccc2n1 | ? |
| Cc1cccn2cc(-c3ccc(S(=O)(=O)N4CCCCC4)cc3)nc12 | -4% |
| Cc1nc2scc(-c3ccc(C(C)(C)C)cc3)c2c(=O)n1N | -1% |
| CN1CCN(S(=O)(=O)c2ccc(Sc3nnnn3-c3ccccc3)c([N+](=O)[O-])c2)CC1 | -1% |
| Cc1nc(N(C)C)ncc1C(=O)O | -2% |
| COc1ccc(Cl)cc1N(C(C)C(=O)O)S(C)(=O)=O (stereo not drawn) | 0% |
| NC(=O)C1=C[C@H](c2csc3ccccc23)C[C@H](OCc2ccc(CO)cc2)O1 | 29%[57.5 µM] |
| Cc1cccc2cc(C3CC(c4cccs4)=NN3C(=O)CCC(=O)O)c(Cl)nc12 (stereo not drawn) | -6% |
| Oc1ccc(-c2csc(-c3cccnc3)n2)c(O)c1 | 2% |
| Cc1cccc(Cl)c1NNC(=O)Nc1c([N+](=O)[O-])c(C)nn1C | -3%[57.5 µM] |
| Cc1ccc(S(=O)(=O)Nc2ccc3c(c2)nc(CCN2CCCCC2)n3C)cc1 | -5%[57.5 µM] |
| S=c1nc(C2CCCCC2)[nH]c2ccccc12 | 7% |
| CCO[C@@H]1OC(C(=O)N2CCN(Cc3ccc4c(c3)OCO4)CC2)=C[C@H](c2ccc3c(c2)OCO3)[C@H]1CCCO | 9%[57.5 µM] |

The listing continues.
| compound | ERK EGF inh |
| --- | --- |
| CCOc1cc(Br)c(/C=C2/C(=O)N(C)C(=S)N2CC(=O)OC)cc1OC | -6% |
| O=C(c1ccncc1)N1N=C(C2CCCCC2)CC1(O)C(F)(F)F (stereo not drawn) | -20% |
| Cc1cc(C)c2c(N)c(C(=O)NCc3ccco3)sc2n1 | -1% |
| Cc1ccc(C(=O)N/N=C/c2ccc(-c3cccc(C(F)(F)F)c3)o2)cn1 | -5%[57.5 µM] |
| Cc1c(NC(=S)N/N=C\c2ccccc2O)c(=O)n(-c2ccccc2)n1C | -2% |
| CC(=O)N1[C@H](C)C=C[C@]1(Cc1ccccc1)C(=O)O | 0%&4% |
| COc1ccc(-c2noc(-c3ccccc3C(=O)NCC3CCCO3)n2)cc1 (stereo not drawn) | -27%[57.5 µM] |
| O=C(/C=C/c1ccccc1)Nc1ccc(NC(=O)c2cccs2)cc1 | 0%[57.5 µM] |
| CN(C)C(=O)c1ccc(-c2nnc(NCc3ccccc3)c3ccccc23)cc1 | -5% |
| COCCn1c(=O)cnc2cnc(OCc3ccccc3)nc21 | 4% |
| COC(=O)C1=C(C(=O)OC)[C@@H]2N(C)c3ccccc3[C@@]23C[C@@H](C(=O)OC)N=C3N1 | 8%[57.5 µM] |
| Nc1ccc(S(=O)(=O)O)cn1 | -2%[57.5 µM] |
| CCCc1ccc(C(=O)NNC(=O)c2ccc(Br)cc2)cc1 | 0% |
| CCOC(=O)c1c(C)n(-c2ccccc2)c2ccc(O)cc12 | -3% |
| O=C(CCSCc1ccccc1Cl)NC1CCCC1 | 5% |
| CC1CC(C)CN(CC(=O)N2CCOCC2)C1 (stereo not drawn) | -2% |
| CCC1Oc2ccccc2N(CC(=O)Nc2ccc3c(c2)OCCO3)C1=O (stereo not drawn) | -7% |
| Cc1ccc(SCCC(=O)OCn2nnc3ccccc3c2=O)cc1 | -3% |
| Cc1c(C(=O)OCc2nc3scc(-c4ccccc4)c3c(=O)[nH]2)cccc1[N+](=O)[O-] | -1% |
| Cn1c(N)c(N2CCN(c3ccccc3)CC2)c(=O)[nH]c1=O | -1% |
| Cc1ccc(-c2nc(N)sc2CC(=O)OCC(=O)N2C(C)CCCC2C)cc1 (stereo not drawn) | 9% |
| COc1ccc(S(=O)(=O)N(CC(=O)N/N=C/c2ccccc2C(=O)O)c2ccccc2OC)cc1 | -5%[57.5 µM] |
| O=c1cc(N2CCN(Cc3ccccc3)CC2)[nH]c(=O)n1-c1cccc(C(F)(F)F)c1 | -8% |
| COc1ccc(C(=O)NCc2cc(C)nc3ccccc23)cc1 | 6% |
| COc1ccc(NCc2nn(CC(=O)c3ccc(Br)cc3)c3[n+]2CCCCC3)cc1 | 2% |
| Cc1cc(C)cc(Cn2ncc(Cl)c(Cl)c2=O)c1 | 2% |
| CN1C(=O)SC(Nc2ccccc2)C1=O (stereo not drawn) | -1% |
| CCC(=O)Nc1cc(C)c(OC)c(C)c1 | 5% |
| C[N+](C)(CCCCCC[N+](C)(C)CCCN1C(=O)c2cccc3cccc(c23)C1=O)CCCN1C(=O)c2cccc3cccc(c23)C1=O | 10% |
| O=C(COC(=O)c1ccc(F)cc1F)Nc1ccc2[nH]c(=O)[nH]c2c1 | -3% |
| CCOC(=O)NC(=O)COC(=O)CCCc1nc2ccccc2s1 | 6% |
| CC(=O)Nc1ccc(S(=O)(=O)N2CCN(c3cnn(C)c(=O)c3Cl)CC2)cc1 | 1% |
| COc1ccc(OC)c(CN2CCN(S(=O)(=O)c3ccc(NC(C)=O)cc3)CC2)c1 | -2% |
| O=C1N/C(=N\N=C\c2cccs2)SC1Cc1cccc(Cl)c1Cl (stereo not drawn) | 3% |
| COc1ccc(NC(=S)N(Cc2cccc(Br)c2)CC2CCC(C(=O)O)CC2)cc1 (stereo not drawn) | 5%[57.5 µM] |
| COc1ccc(-c2nc3ccccc3c(=O)n2NC(=S)N(C)C)cc1 | -5% |
| CCc1ccc(-c2ccc(C(=O)O)c(C)n2)cc1 | 2% |
| Cc1cc(C)c(C(=O)CSc2nc(C)cc(C)c2C(N)=O)c(C)c1 | -8% |
| Cc1ccc(C(=O)N/C(=C/c2ccc(-c3cccc([N+](=O)[O-])c3)o2)C(=O)NCCCN(C)C)cc1 | -1% |
| O=C(CSc1nc(O)cc(=O)n1C1CCCC1)Nc1cccc(Cl)c1Cl | 6% |
| O=C(CCc1c[nH]c2ccccc12)N1CCN(c2ccc(O)cc2)CC1 | 24% |
| COC(=O)c1cc(S(=O)(=O)N(C)C2CCCCC2)oc1C | 0%[57.5 µM] |
| CC(NC(=O)CCc1nnc(-c2ccc(-c3ccccc3)cc2)o1)c1nc2ccccc2[nH]1 (stereo not drawn) | -1% |
| O=C(CN1C(=O)c2cccc3cccc1c23)Nc1ccc(S(=O)(=O)N2CCOCC2)cc1 | 2% |
| Cc1cc(/C=C(\C#N)C(=O)NCc2ccco2)c(C)n1-c1ccc(C(=O)O)cc1 | -14% |
| Cc1ccc(SC[C@H](c2ccccc2)N2CCN(CC(C)C)CCC2=O)cc1 | 32µM* |
| COc1ccc(CCn2cc(C#N)c(=O)[nH]c2=O)cc1OC | -11% |
| COc1ccc(N(C)S(=O)(=O)c2ccc(Cl)c(C(=O)NCCc3ccc(Cl)cc3)c2)cc1 | -3% |
| N#CCCn1cc(C(=O)Nc2ccc(C(=O)O)cc2)c(-c2ccc([N+](=O)[O-])cc2)n1 | -4%[57.5 µM] |
| O=c1c(O)c(-c2ccc(O)cc2)oc2ccccc12 | -21% |
| COc1ccc(NC(=S)N(CCCN2CCOCC2)Cc2ccco2)cc1 | 5% |
| COc1ccc(-c2cc(C(=O)NC(Cc3cc4ccccc4[nH]3)C(=O)O)c(C)o2)cc1OC (stereo not drawn) | 0%[57.5 µM] |
| O=C(COc1ccccc1C(=O)c1cnn(-c2ccccc2)c1)Nc1ccc2ccccc2c1 | -1% |
| Cc1ccc(C2NC(=S)NC3=C2C(=O)CCC3)cc1 (stereo not drawn) | -1% |
| Cc1sc2nc(CSc3nnnn3-c3ccc(Cl)cc3)[nH]c(=O)c2c1C | 6% |
| O=C(CCCCO)CCCCCCCC[C@H]1N[C@H](CO)[C@H](O)[C@@H]1O[C@@H]1O[C@H](CO)[C@@H](O)[C@H](O)[C@H]1O | -4% |
| CC(C)CCNC(=O)C(c1ccco1)N(CCCO)C(=O)Cn1nnc(-c2ccc(F)cc2)n1 (stereo not drawn) | 4% |
| NC1CONC1=O (stereo not drawn) | 7%&11% |
| O=C(c1ccco1)N1CCN(c2ncnc3c2[nH]c2ccc(Cl)cc23)CC1 | 12% |

Some of the compounds tested; rates above refer to the full screens.
